High-throughput results (PubChem BioAssay)
ROS inducer: cancer cell ROS induction | U2OS ROS induction, H2DCF-DA fluorescence | ROS induction (% of piperlongumine), % at 10 µM | 2% of 46,000 active | AID 624156; in the data active = ROS induction above about 79%, passing the limit was not always enough; inconclusive = no clear call, values can overlap the other calls;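 note: 0% = DMSO vehicle median and 100% = reference compound median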
* marks the source's active call; other numbers are inactive results; ? = inconclusive. Some of the compounds tested; count on the stated rates, not on these rows.

> Cc1ccc(S(=O)(=O)Nc2cccc3c2O[C@H](CN(C)C(=O)NC2CCCCC2)[C@@H](C)CN([C@H](C)CO)C3=O)cc1
  ROS inducer: -6
> CC1(C)Cc2cccc(C(=O)Nc3cccc4c3CCCC4)c2O1
  ROS inducer: 11
> CC(C)NC(=O)Nc1ccc2c(c1)CC(=O)N([C@@H](C)CO)C[C@H](C)[C@@H](CN(C)C(=O)Nc1ccccc1)O2
  ROS inducer: 18
> COc1ccc(Cl)cc1C(=O)Nc1ccc2nc3n(c(=O)c2c1)CCCC3
  ROS inducer: 16
> O=[N+]([O-])c1ccc(N2CCN(S(=O)(=O)c3ccc(Cl)s3)CC2)cc1NCc1ccco1
  ROS inducer: 36
> C[C@H]1CN([C@@H](C)CO)C(=O)c2cc(NC(=O)Nc3ccccc3)ccc2O[C@H]1CN(C)Cc1ccc(C(=O)O)cc1
  ROS inducer: 3
> COc1ccc(C(=O)Nc2ccccc2C(=O)NCCN2CCOCC2)cc1
  ROS inducer: 22
> C[C@H]1CN([C@@H](C)CO)C(=O)c2cc(NC(=O)CCC(F)(F)F)ccc2O[C@@H]1CN(C)Cc1ccc(-c2ccccc2)cc1
  ROS inducer: 82*
> C[C@H](CO)N1C[C@H](C)[C@@H](CN(C)C(=O)Nc2cccc(Oc3ccccn3)c2)OCc2cn(nn2)CCCC1=O
  ROS inducer: 1
> C[C@H](CO)N1C[C@H](C)[C@@H](CN(C)Cc2ccccc2)Oc2c(NS(=O)(=O)c3ccc(F)cc3)cccc2C1=O
  ROS inducer: -17

Molecules listed so far containing a halogen (four):
> COc1ccc(Cl)cc1C(=O)Nc1ccc2nc3n(c(=O)c2c1)CCCC3
  ROS inducer: 16
> O=[N+]([O-])c1ccc(N2CCN(S(=O)(=O)c3ccc(Cl)s3)CC2)cc1NCc1ccco1
  ROS inducer: 36
> C[C@H]1CN([C@@H](C)CO)C(=O)c2cc(NC(=O)CCC(F)(F)F)ccc2O[C@@H]1CN(C)Cc1ccc(-c2ccccc2)cc1
  ROS inducer: 82*
> C[C@H](CO)N1C[C@H](C)[C@@H](CN(C)Cc2ccccc2)Oc2c(NS(=O)(=O)c3ccc(F)cc3)cccc2C1=O
  ROS inducer: -17

(continued)
> Cc1cc(=O)oc2cc(NC(=O)CC(CC(=O)O)c3ccccc3)ccc12 (stereo unspecified)
  ROS inducer: -10
> CNC[C@@H]1Oc2ccc(NC(=O)Nc3ccccc3)cc2CC(=O)N([C@H](C)CO)C[C@@H]1C
  ROS inducer: -2
> COc1ccccc1N1CCN(S(=O)(=O)c2ccc3c4c(cccc24)C(=O)N3)CC1
  ROS inducer: -5
> CCc1cccc(OCC(=O)Nc2sc3c(c2C(N)=O)CCCC3)c1
  ROS inducer: 0
> CCCNC(=O)[C@@]1(Sc2ccc(C)cc2)CC(=O)N(C2CCCCC2)[C@@H]1c1ccc(CO)cc1I
  ROS inducer: 162*
> C[C@H]1CN([C@@H](C)CO)C(=O)c2cc(NS(=O)(=O)c3cn(C)cn3)ccc2O[C@@H]1CN(C)C(=O)Nc1ccc(C(F)(F)F)cc1
  ROS inducer: -4
> CCOC(=O)c1ccc(CNC(=O)c2ccc(S(=O)(=O)c3ccccc3)cc2)o1
  ROS inducer: 1
> C[C@H]1CN([C@@H](C)CO)C(=O)Cc2cc(NC(=O)NC3CCCCC3)ccc2O[C@H]1CN(C)C(=O)Nc1cccc2ccccc12
  ROS inducer: -1
> C[C@@H]1CN([C@H](C)CO)C(=O)Cc2cc(NS(C)(=O)=O)ccc2O[C@H]1CN(C)C(=O)Nc1ccccc1
  ROS inducer: 0
> C=C[C@]1(C)C[C@H](O)[C@H]2C(=C)C(=O)O[C@@H]2[C@H]1C(=C)CO
  ROS inducer: 15

> CCOC(=O)O[C@]1(C(=O)COC(=O)CC)CC[C@H]2[C@@H]3CCC4=CC(=O)C=C[C@]4(C)[C@H]3[C@@H](O)C[C@@]21C
  ROS inducer: 6
> C[C@@H]1CN([C@@H](C)CO)C(=O)Cc2cc(NC(=O)Cc3cn(C)c4ccccc34)ccc2O[C@@H]1CN(C)C
  ROS inducer: 15
> C[C@@H]1CN([C@@H](C)CO)C(=O)Cc2cc(NC(=O)Cc3ccccc3)ccc2O[C@@H]1CN(C)C(=O)Nc1ccc(F)cc1
  ROS inducer: 6
> C[C@@H]1CN([C@H](C)CO)C(=O)c2cccc(NC(=O)c3cnccn3)c2O[C@@H]1CN(C)S(=O)(=O)c1ccc(F)cc1
  ROS inducer: 3
> O=C(Cc1ccccc1)Nc1cccc(C(=O)OCC(=O)c2ccc(Cl)cc2)c1
  ROS inducer: 6
> C[C@H]1CN([C@@H](C)CO)C(=O)Cc2cc(NS(=O)(=O)c3ccc(Cl)cc3)ccc2O[C@H]1CN(C)S(=O)(=O)c1cn(C)cn1
  ROS inducer: 1
> C[C@@H]1CN([C@H](C)CO)C(=O)Cc2cc(NC(=O)CCCN(C)C)ccc2O[C@@H]1CN(C)S(=O)(=O)c1ccc(F)cc1
  ROS inducer: 6
> CC(C)(C)c1ccc(OCC(=O)Nc2cccc(NC(=O)c3ccccc3)c2)cc1
  ROS inducer: 13
> CC(=O)Nc1ccc(NC(=O)/C=C/c2ccccc2)cc1
  ROS inducer: 3
> C[C@H]1CN([C@@H](C)CO)C(=O)Cc2cc(NC(=O)Nc3ccc(F)cc3)ccc2O[C@@H]1CN(C)S(=O)(=O)c1ccc(F)cc1
  ROS inducer: -6

> C[C@@H]1CN([C@H](C)CO)C(=O)Cc2cc(NS(=O)(=O)c3ccc(Cl)cc3)ccc2O[C@H]1CN(C)Cc1ccc(C(F)(F)F)cc1
  ROS inducer: 16
> Cc1noc(C)c1S(=O)(=O)Nc1ccc2c(c1)C(=O)N([C@H](C)CO)C[C@@H](C)[C@H](CN(C)C(=O)NC(C)C)O2
  ROS inducer: -14
> C[C@@H]1O[C@@H](O[C@@H]2[C@@H](O)[C@H](Oc3cc(O)c4c(c3)OC(c3ccc(O)cc3)CC4=O)O[C@H](COC3OCC(O)C(O)C3O)[C@H]2O)[C@H](O)[C@H](O)[C@H]1O (stereo partly specified)
  ROS inducer: -8
> COc1ccc(NC(=O)Nc2ccc3c(c2)CC(=O)N([C@@H](C)CO)C[C@@H](C)[C@@H](CN(C)C(=O)Nc2ccc(F)cc2)O3)cc1
  ROS inducer: 3
> Cc1cnnc(/N=C(\N)Nc2ccc(S(=O)(=O)Nc3nc(C)ccc3C)cc2)n1
  ROS inducer: -9
> CCC(=O)c1ccc(OCC(O)Cn2c(C)nc3ccccc32)cc1 (stereo unspecified)
  ROS inducer: 31
> COc1ccc(C(=O)Oc2ccc(C)c3c2C(=O)OC(C)C3)c2c1C(=O)OC(C)C2 (stereo unspecified)
  ROS inducer: -4
> COc1ccc(S(=O)(=O)N(C)CC(=O)Nc2cccc(F)c2)cc1OC
  ROS inducer: 11
> COC1=CC(=O)C[C@@H](C)[C@]12Oc1cc(OC)cc(OC)c1C2=O
  ROS inducer: 1
> CCc1cccc(CC)c1NC(=S)Nc1ccc(C)cc1
  ROS inducer: -2

More entries follow:
canonical_smiles	ROS inducer
CN1CCN(C(=O)CN(c2cccc(Br)c2)S(=O)(=O)c2ccccc2)CC1	43
COc1ccc(NC(=O)N(C)C[C@@H]2OCCCC[C@@H](C)Oc3ccc(NS(=O)(=O)c4ccc(F)cc4)cc3C(=O)N([C@H](C)CO)C[C@@H]2C)cc1	63
CCOC(=O)Cn1c2c(c(-c3ccccc3OC)cc1=O)CCCC2	2
C[C@H]1CN([C@@H](C)CO)C(=O)Cc2cc(NS(=O)(=O)c3ccc(F)cc3)ccc2O[C@H]1CN(C)Cc1ccc(C(=O)Nc2ccccc2N)cc1	36
Cc1noc(C)c1NC(=O)Nc1ccc2c(c1)CC(=O)N([C@H](C)CO)C[C@@H](C)[C@@H](CN(C)CC1CCCCC1)O2	18
COc1cc2c(cc1OC)CN(C(=O)[C@H]1[C@@H]3C(=O)O[C@@H](c4ccccc4)[C@@H](c4ccccc4)N3[C@@H](c3ccccc3OCCO)[C@]13C(=O)Nc1ccc(C#CC4=CCCCC4)cc13)CC2	87*
CN(C)c1nc(N)nc(CSc2ccccn2)n1	5
O=C1CC(c2ccccc2)CC(O)=C1C=NCCN1CCOCC1 (stereo unspecified)	-9
CC(=O)Nc1ccc(N2C(=O)CSC2c2ccccc2)cc1 (stereo unspecified)	0
Cc1ccc(NC(=O)CSc2nc3c(c(C(F)(F)F)n2)CCCC3)cc1C	6
COc1ccc(S(=O)(=O)Nc2ccc3c(c2)CC(=O)N([C@@H](C)CO)C[C@@H](C)[C@@H](CN(C)Cc2ccc(C(=O)O)cc2)O3)cc1	-3
O=C(COc1ccccc1[N+](=O)[O-])Nc1ccc2oc(-c3cccc(Cl)c3)nc2c1	5
O=C(CSc1nnnn1-c1ccc(F)cc1F)Nc1ccc2c(c1)OCCO2	-19
CC(C)COC(=O)N(C)C[C@@H]1OCc2cnnn2CCCC(=O)N([C@@H](C)CO)C[C@H]1C	-1
Cc1ccccc1OCC(=O)Nc1ccccc1C(=O)N1C(C)CCCC1C (stereo unspecified)	?
O=C(COc1ccc(Cl)cc1)NCCC12CC3CC(CC(C3)C1)C2	1
CC(C)NC(=O)Nc1ccc2c(c1)CC(=O)N([C@H](C)CO)C[C@@H](C)[C@H](CN(C)Cc1ccc(C(F)(F)F)cc1)O2	11
CCOC(=O)c1c(NC(=O)Cn2cnc3ccccc3c2=O)sc2c1CCCC2	?
c1ccc(-c2nsc(N3CCOCC3)n2)cc1	10
C[C@@H]1CN([C@H](C)CO)C(=O)c2cccc(NS(C)(=O)=O)c2O[C@@H]1CN(C)S(=O)(=O)c1cn(C)cn1	2
Nc1nnc(SCC(=O)N2c3ccccc3Sc3ccc(C(F)(F)F)cc32)s1	-8
N#C/C(=C\Nc1cnccn1)S(=O)(=O)c1ccc(C(F)(F)F)cn1	15
COc1ccc(S(=O)(=O)N(C)C[C@@H]2Oc3ncc(C#Cc4ccc(F)cc4)cc3C(=O)N([C@H](C)CO)C[C@@H]2C)cc1	33
Cc1cc(C(=O)NCc2ccco2)c2cc(F)ccc2n1	-5
C[C@@H]1CN([C@H](C)CO)C(=O)Cc2cc(NC(=O)Nc3ccc(F)cc3)ccc2O[C@H]1CN(C)S(=O)(=O)c1ccccc1	1
C[C@H]1CN([C@@H](C)CO)C(=O)c2cc(NC(=O)Cc3ccccc3)ccc2O[C@@H]1CN(C)S(=O)(=O)c1ccc(F)cc1	-7
COc1ccccc1Cn1c(=S)[nH]c2cc(C(=O)N3CCC4(CC3)OCCO4)ccc2c1=O	8
COc1ccc(S(=O)(=O)Nc2ccc3c(c2)C(=O)N([C@H](C)CO)C[C@@H](C)[C@H](CN(C)C)O3)cc1	-8
COc1nsnc1N1CCOCC1	-23
Cc1noc(C)c1S(=O)(=O)Nc1cccc2c1O[C@H](CN(C)Cc1ccc(-c3ccccc3)cc1)[C@H](C)CN([C@@H](C)CO)C2=O	122*
C[C@H](CO)N1C[C@H](C)[C@@H](CN(C)S(=O)(=O)c2ccc(Cl)cc2)Oc2c(NS(=O)(=O)c3cn(C)cn3)cccc2C1=O	-11
C[C@H]1CN([C@@H](C)CO)C(=O)c2cccc(NC(=O)Nc3cccc4ccccc34)c2O[C@H]1CN(C)CC1CCCCC1	6
CCOC(=O)C(C)Oc1ccc2c(-c3ccccc3)cc(=O)oc2c1 (stereo unspecified)	107*
CCOC(=O)c1c(NC(=O)CSc2nc(C)cc(C(F)(F)F)n2)sc(C)c1C	14
C[C@@H]1CN([C@@H](C)CO)C(=O)c2cccc(NS(=O)(=O)c3cn(C)cn3)c2O[C@@H]1CN(C)Cc1ccc(Oc2ccccc2)cc1	-3
CC(C)NC(=O)N(C)C[C@@H]1Oc2ccc(N(C)C)cc2CC(=O)N([C@H](C)CO)C[C@H]1C	3
CCOC(=O)c1sc(C)c2c(=O)n(Cc3ccccc3)c(C)nc12	53
COc1ccccc1C1CCN(C(=O)CSCc2cccc3ccccc23)CC1	25
Cc1noc(C)c1NC(=O)Nc1ccc2c(c1)C(=O)N([C@H](C)CO)C[C@H](C)[C@H](CN(C)S(=O)(=O)c1cccs1)OCCCC[C@@H](C)O2	-11
C[C@H]1CN([C@@H](C)CO)C(=O)Cc2cc(NC(=O)c3ccncc3)ccc2O[C@@H]1CN(C)C	-9

Reprinted from the part before: three compounds, then new ones.
canonical_smiles	ROS inducer
COc1ccccc1C1CCN(C(=O)CSCc2cccc3ccccc23)CC1	25
Cc1noc(C)c1NC(=O)Nc1ccc2c(c1)C(=O)N([C@H](C)CO)C[C@H](C)[C@H](CN(C)S(=O)(=O)c1cccs1)OCCCC[C@@H](C)O2	-11
C[C@H]1CN([C@@H](C)CO)C(=O)Cc2cc(NC(=O)c3ccncc3)ccc2O[C@@H]1CN(C)C	-9
CCOC(=O)c1c(NC(C)=O)sc2c1CCCCC2	-26
CCOC(=O)Cc1csc(-c2ccc(Oc3ccc(C(F)(F)F)cn3)cc2)n1	65
COc1ccc(S(=O)(=O)N(C)C[C@H]2Oc3c(NS(=O)(=O)c4ccc(F)cc4)cccc3C(=O)N([C@@H](C)CO)C[C@H]2C)cc1	1
COc1ccc(S(=O)(=O)Nc2ccc3c(c2)C(=O)N([C@@H](C)CO)C[C@H](C)[C@@H](CN(C)Cc2ccncc2)O3)cc1	1
COc1ccc(S(=O)(=O)Nc2ccc3c(c2)C(=O)N([C@H](C)CO)C[C@H](C)[C@@H](CN(C)C(=O)NC2CCCCC2)OCCCC[C@@H](C)O3)cc1	12
C[C@@H]1CN([C@@H](C)CO)C(=O)c2cccc(NS(C)(=O)=O)c2O[C@@H]1CN(C)C(=O)Nc1ccc(F)cc1	-8
N#CCCN(Cc1ccccc1)S(=O)(=O)c1ccccc1	-5
COc1cc(C(=O)C(C#N)c2nc3ccccc3s2)cc(OC)c1OC (stereo unspecified)	-14
O=C1NCC(=O)N2[C@@H]1C[C@@H](C(=O)NCc1ccc(F)cc1)[C@H]2c1cccc(OCCO)c1	21
C[C@H](CO)N1C[C@H](C)[C@@H](CN(C)Cc2ccccc2C(F)(F)F)OCc2cnnn2CCCC1=O	6
COc1ccc(N(CC(=O)Nc2cccc(Cl)c2Cl)S(C)(=O)=O)cc1OC	-3
O=C(N1CCOc2ccccc21)n1ccnc1	?
O=C(NO)c1cccc(C(=O)N/N=C/c2ccc(OCCO)cc2)c1	4
Nc1ncnc(NCC2CCCO2)c1[N+](=O)[O-] (stereo unspecified)	1
COCCNC(=O)c1ccccc1NC(=O)c1ccc([N+](=O)[O-])cc1	-17
